Screening data deposited in PubChem by Sanford-Burnham Center for Chemical Genomics.
Apaf-1 inh = human Apaf-1 inhibition. 0.71% of 330,000 active. AID 489030. reconstituted apoptosome caspase-3 activity, DEVD-Rh110 fluorescence. inhibition, % at 20 µM. O14727; active = inhibition of at least 40% at 20 µM;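 also: plate controls were DMSO wells for no effect and DEVD-CHO caspase inhibitor wells for full effect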
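Assay system – apoptosome proteins · Medium – Hepes buffer, pH 7.5 · Also added – cytochrome c with DEVD-Rh110 · Timing – 30 min compound preincubation, 50 min activation, room temperature · Detection – Rh110 fluorescence, excitation 480 nm, emission 540 nm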
SENP6 block = inhibitors of human SENP6 protease; Q9GZR1; Recombinant SENP6 catalytic domain, aminoluciferin luminescence; inhibition, % at 10 µM; 1.8% of 330,000 active; AID 2599;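 active = inhibition above about 50% at the single tested dose, limit read from the data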;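 also: plate controls were DMSO wells with enzyme for no effect and DMSO wells lacking enzyme for full effect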
Target sequence (Q9GZR1 628-1112 limits assumed): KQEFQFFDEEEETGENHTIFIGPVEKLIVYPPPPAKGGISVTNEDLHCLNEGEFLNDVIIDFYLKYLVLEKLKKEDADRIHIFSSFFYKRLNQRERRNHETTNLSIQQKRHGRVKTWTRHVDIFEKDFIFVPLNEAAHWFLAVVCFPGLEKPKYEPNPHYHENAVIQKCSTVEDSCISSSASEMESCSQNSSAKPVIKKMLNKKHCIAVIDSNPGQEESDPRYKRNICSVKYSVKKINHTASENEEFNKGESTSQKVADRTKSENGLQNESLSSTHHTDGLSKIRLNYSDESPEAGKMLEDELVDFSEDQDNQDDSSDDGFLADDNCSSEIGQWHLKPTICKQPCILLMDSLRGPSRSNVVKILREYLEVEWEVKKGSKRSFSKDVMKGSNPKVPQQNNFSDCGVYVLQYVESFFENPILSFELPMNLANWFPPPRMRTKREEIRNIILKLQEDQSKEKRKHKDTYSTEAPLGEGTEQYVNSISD
SENP8 block-1 = inhibitors of human SENP8 protease | AID 2540 | purified SENP8, Z-RLRGG-aminoluciferin cleavage, luminescence | 1.2% of 330,000 active | inhibition, % at 10 µM | Q96LD8; in the data active = inhibition above about 50%
SENP8 block-2 = blocks human SENP8 cleavage of Nedd8 substrate; Q96LD8; recombinant SENP8, Nedd8 substrate fluorescence; 0.64% of 360,000 active; AID 602440; inhibition, % at 20 µM; in the data active = inhibition mostly above about 40%, no sharp cut-off; inactive = mostly below about 27%
HKDC1 inhibitor = inhibitors of human hexokinase HKDC1. recombinant HKDC1, G6PDH/diaphorase resazurin coupled fluorescence. inhibition, % at 20 µM. 0.16% of 340,000 active. AID 493160;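 active = inhibition above about 35% when tested at 20 µM, limit read from the data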;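 also: plate controls were DMSO wells with enzyme for no effect and DMSO wells lacking enzyme for full effect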
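Test system: recombinant HKDC1 (HK5) hexokinase enzyme, produced in-house; Amount: enzyme 5 µg/mL final; Buffer or medium: Tris pH 8.0 buffer with MgCl2, Tween-20, BSA, BME; Reagent: glucose and ATP substrates; Doses: 20 µM test compound, 1% DMSO; Incubation: 90 min reaction incubation at room temperature, dark; Detection: resorufin fluorescence at 613 nm.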
SENP7 block = blocks the human protease SENP7. Q9BQF6. recombinant SENP7, Z-RLRGG-aminoluciferin luminescence, 40 min. inhibition, % at 5 µM. 1.5% of 330,000 active. AID 434973;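 active = inhibition above about 50% at the single test dose, limit read from the data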;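 also: plate controls were DMSO with enzyme for no effect and no enzyme buffer wells for full effect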
Target sequence (Q9BQF6 706-1050 limits assumed): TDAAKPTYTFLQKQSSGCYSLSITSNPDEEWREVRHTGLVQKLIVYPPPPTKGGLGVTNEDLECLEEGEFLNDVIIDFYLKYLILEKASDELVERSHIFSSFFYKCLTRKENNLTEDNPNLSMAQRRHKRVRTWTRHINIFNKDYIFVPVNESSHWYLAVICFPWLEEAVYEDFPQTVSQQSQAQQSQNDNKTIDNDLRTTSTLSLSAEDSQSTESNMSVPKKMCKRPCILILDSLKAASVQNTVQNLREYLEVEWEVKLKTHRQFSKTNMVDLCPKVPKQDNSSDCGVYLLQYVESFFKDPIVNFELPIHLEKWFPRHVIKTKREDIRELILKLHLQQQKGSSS
SENP1 FRET inh = inhibitors of human SENP1 SUMO protease catalytic domain | recombinant SENP1 catalytic domain, CyPet-SUMO1-YPet FRET cleavage | inhibition, % at 10 µM | 0.21% of 360,000 active | Q9P0U3;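 active = inhibition at least 30% at 10 µM, raw YFP signal under a set limit, fluorescence ratio 0.5 to 1.5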;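 also: 0% = enzyme with DMSO and 100% = no enzyme wells; some results filed as inactive read as strong as hits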
Target sequence (Q9P0U3 419-644 limits assumed): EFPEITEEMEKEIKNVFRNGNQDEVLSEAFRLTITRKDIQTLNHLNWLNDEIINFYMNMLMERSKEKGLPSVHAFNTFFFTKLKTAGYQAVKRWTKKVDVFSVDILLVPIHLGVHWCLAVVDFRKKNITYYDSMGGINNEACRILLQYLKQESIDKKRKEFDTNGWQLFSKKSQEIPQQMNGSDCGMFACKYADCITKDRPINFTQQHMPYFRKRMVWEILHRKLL
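Assay system: hSENP1 catalytic domain, recombinant. Amount: SENP1 enzyme, 20 pM final. Schedule: 50 min reaction, RT, dark. Technique: FRET, CFP and YFP emission. Control set: no-enzyme wells low, DMSO-plus-enzyme wells high control.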
PfG6PD inh = PfG6PD (Plasmodium falciparum) enzyme inhibition. PfGluPho enzyme, NADPH resazurin-diaphorase fluorescence. inhibition, % at 20 µM. 0.78% of 350,000 active. AID 504690;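 active = inhibition reaching at least a set limit at 20 µM in the primary screen, cut at about 59% in these data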;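 also: 0% = DMSO wells with substrate and 100% = DMSO wells lacking glucose-6-phosphate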
Numbers without * were called inactive; . = not tested or not shown.

SMILES | Apaf-1 inh | SENP6 block | SENP8 block-1 | SENP8 block-2 | HKDC1 inhibitor | SENP7 block | SENP1 FRET inh | PfG6PD inh
C=CCN1C=C2C(=O)C(C)(OC(=O)CCc3ccccc3)C(=O)C=C2C=C1c1ccc(C#N)cc1 (stereo not drawn) | 19.7 | -3.9 | 0.6 | -113.6 | 23.4 | 6.1 | -64.5 | 29.6
O=C(CCCC(=O)Nc1ccc(Br)cc1)N/N=C/c1ccccc1 | 16.8 | -8.6 | 2.6 | 10.1 | -3.1 | 0.4 | 0.6 | 60.5*
O=C(/C=C/c1ccc(OC(F)F)cc1)Nc1cccc(S(=O)(=O)NC2=NCCCCC2)c1 | 9.6 | -2.9 | -3.1 | -7.5 | 1.9 | -3.4 | -0.4 | 23.4
COc1ccc(C2CCCN2C(=S)Nc2c(C)cccc2C)cc1OC (stereo not drawn) | 0.5 | 2.6 | -2.8 | 32.2 | -2.5 | -5.1 | -1.2 | -9.6
CCOc1ccc(-n2cc(C(=O)N3CCN(C)CC3)c3cc(OC)c(OC)cc3c2=O)cc1 | 5.0 | -19.1 | -10.8 | -42.5 | 0.8 | -11.9 | -4.1 | -1.9
Cn1c(=O)c2c(ncn2CCOc2ccc(Br)cc2)n(C)c1=O | 6.3 | 25.7 | 9.8 | 6.0 | -4.1 | -2.4 | 0.2 | 4.3
COc1cc(/C=N/NC(=S)Nc2cccnc2)cc(OC)c1O | 2.0 | -11.1 | -12.1 | -86.1 | -1.3 | -0.8 | -13.2 | 9.9
COCCNC(=O)C(c1ccc(C)cc1)N(C(=O)CCC(=O)Nc1ccccn1)c1ccc(C)cc1 (stereo not drawn) | 2.8 | 4.7 | -1.0 | 9.5 | -0.6 | -1.2 | 2.3 | -2.4
COc1c(C)cccc1C(=O)NCc1ccc2c(c1)OCO2 | 5.0 | 3.5 | 2.5 | 13.7 | -2.0 | 14.4 | -1.2 | -0.3
Cn1ccnc1C(=O)c1ccc(Cl)c(S(=O)(=O)N2CCOCC2)c1 | -15.6 | -15.6 | -0.3 | 20.7 | -5.9 | 7.4 | 2.9 | -10.4
CCCn1nc(NC(=O)c2cccs2)c2cc3ccccc3nc21 | 5.9 | 1.7 | -8.8 | 35.2 | 4.0 | -10.1 | 1.9 | 15.8
CN(/C=C/C(=O)C(F)(F)C(F)(F)F)Cc1ccccc1 | 12.5 | -11.1 | 8.3 | 30.4 | -2.2 | 4.9 | -0.1 | 6.4
Cn1nc(C(=O)OCC(=O)NC2CCS(=O)(=O)C2)c2ccccc2c1=O (stereo not drawn) | 3.4 | -20.8 | -12.6 | 10.3 | 2.3 | -12.9 | 1.8 | -9.7
CC(=O)c1cc(-c2ccccc2)n(CCC(=O)NC2CCCCCCC2)c1C | 15.4 | -2.1 | 0.6 | 11.8 | -8.3 | 3.0 | -0.6 | 2.4
Cn1cccc1-c1cc(C(=O)N/N=C/c2ccc([N+](=O)[O-])cc2)[nH]n1 | -9.1 | -13.8 | -1.2 | 11.6 | 1.9 | -2.3 | 1.3 | -7.6
O=C(NN=C1CCCCCC1)c1ccncc1 | -13.6 | -4.8 | -6.8 | 15.4 | -5.8 | -3.5 | 2.4 | 8.6
COc1cccc(C(=O)N/N=C/c2cn[nH]c2-c2ccc(OC)cc2OC)c1 | 1.8 | 6.5 | -7.3 | -52.4 | -3.2 | 4.2 | -1.4 | -15.4
O=C(NCc1ccccc1)c1cc(S(=O)(=O)N2CCC3(CC2)OCCO3)ccc1F | 0.8 | -9.1 | -2.3 | 13.3 | 3.0 | -6.6 | 1.6 | -10.2
Fc1ccc(-c2ccc(CNCc3ccccn3)o2)cc1 | -0.5 | 18.3 | -10.9 | 4.9 | -4.2 | -9.5 | 0.2 | 8.0
C/C(N)=C(/C#N)C(=O)COC(=O)CCSc1ccccc1Cl | 2.5 | -17.7 | -2.2 | 6.1 | 0.0 | -1.4 | 1.7 | 10.7
O=C(O)c1cc(S(=O)(=O)N2CCCCCC2)ccc1Cl | 8.3 | -11.6 | -6.0 | 12.7 | -10.6 | -4.1 | 0.7 | -18.7
Cc1cc(Cl)ccc1OCC(=O)Nc1cccc(S(=O)(=O)N2CCCC2)c1 | -0.1 | 10.8 | 0.9 | -11.9 | 0.5 | 2.2 | -2.5 | 16.3
CCCCN(C(=O)c1cc(=O)[nH]c2ccccc12)c1c(N)n(CCC)c(=O)[nH]c1=O | -11.7 | 4.9 | 1.2 | . | -2.6 | 9.9 | . | -10.4
Nc1nc(NCCO)nc(NCC2CCCO2)c1[N+](=O)[O-] (stereo not drawn) | -6.2 | -0.2 | 2.4 | 17.1 | -8.0 | -2.1 | 1.9 | -8.3
O=C1SCCC1NS(=O)(=O)c1ccc([N+](=O)[O-])cc1 (stereo not drawn) | 2.4 | -16.3 | -2.9 | 6.2 | 1.3 | 3.9 | 0.0 | -7.0
O=Cc1c(NC2CCCCC2)c2ccccc2[nH]c1=O | -1.9 | 13.1 | -1.1 | 6.2 | 0.3 | 0.6 | 0.3 | -8.2
COc1ccc(OC)c(S(=O)(=O)N2CCCC2C(=O)NC(C)c2ccccc2)c1 (stereo not drawn) | -13.6 | 2.4 | -4.9 | 7.5 | -2.3 | -3.2 | 1.0 | -4.5
COCCNC(=S)NCc1cccs1 | 1.4 | -18.7 | -4.3 | 7.5 | -4.2 | -5.1 | 2.4 | -10.9
O=C(Nc1nncs1)C1c2ccccc2Oc2ccccc21 | -9.9 | 2.7 | 0.3 | 0.5 | -3.7 | 6.6 | -0.6 | -21.0
CCc1nc2nc(C)c(NS(=O)(=O)c3ccc(Cl)s3)c(=O)n2[nH]1 | -1.5 | -13.3 | 3.0 | 6.8 | 2.1 | -2.2 | -1.2 | -3.7
COC(=O)c1ccc(/C=N/NS(=O)(=O)c2cc(C)ccc2C)cc1 | 5.9 | 5.9 | -3.7 | 6.5 | -1.5 | -4.8 | 0.9 | -0.1
COc1ccc(C(=O)N/N=C/c2ccccc2C(=O)O)cc1OC | 17.1 | -13.1 | -5.8 | 4.0 | -3.4 | -7.0 | -1.0 | -2.2
COc1ccc(CN2CCC(N(CCc3ccccc3)Cc3ccccc3)CC2)c(OC)c1 | 13.8 | -14.5 | -7.0 | 9.9 | -1.0 | -3.6 | 5.2 | 15.2
Cc1cc2ccccc2c(=O)n1CC(=O)NCc1ccco1 | -0.5 | 3.1 | -1.3 | -60.5 | 3.1 | -5.8 | 0.8 | 6.3
CN(C)/C(=N\S(=O)(=O)c1ccccc1)c1ccc(F)cc1 | -6.6 | -0.3 | -4.8 | 0.9 | -4.6 | 14.4 | -0.9 | -9.6
COc1ccc(-c2nn(-c3ccccc3)cc2/C=C/C(=O)OCC(=O)Nc2ccc(C#N)cc2)cc1 | 3.3 | -21.9 | -4.4 | -297.6 | -3.0 | 3.0 | 2.6 | 6.6
C/C(=N\NC(=O)c1c(Br)c(C)nn1C)c1ccc(NC(=O)c2ccoc2C)cc1 | 11.5 | 16.2 | 1.2 | 3.1 | -6.7 | 3.3 | 1.1 | 10.4
CC1=C/C(=N\Nc2ccccc2[N+](=O)[O-])CC(C)(C)C1 | -0.1 | 1.6 | -1.2 | 21.8 | 4.6 | -6.3 | 1.1 | 3.6
O=C(Cn1c(=O)sc2ccccc21)Nc1ccc(S(=O)(=O)N2CCCCC2)cc1 | 29.3 | -19.9 | -6.3 | 19.5 | 0.3 | -9.0 | 0.6 | 3.1
COC(=O)Cn1ccc(N(C)C)c(C#N)c1=O | -0.3 | -11.4 | -3.9 | 7.9 | -9.7 | 2.6 | 0.2 | 3.7

Single values from the entries so far:
`COC(=O)c1ccc(/C=N/NS(=O)(=O)c2cc(C)ccc2C)cc1` – SENP8 block-1 = -3.7
`COc1ccc(-c2nn(-c3ccccc3)cc2/C=C/C(=O)OCC(=O)Nc2ccc(C#N)cc2)cc1` – SENP7 block = 3.0
`O=C(Cn1c(=O)sc2ccccc21)Nc1ccc(S(=O)(=O)N2CCCCC2)cc1` – SENP8 block-2 = 19.5

The main list resumes; the 2 compounds before the break are reprinted first.
SMILES | Apaf-1 inh | SENP6 block | SENP8 block-1 | SENP8 block-2 | HKDC1 inhibitor | SENP7 block | SENP1 FRET inh | PfG6PD inh
O=C(Cn1c(=O)sc2ccccc21)Nc1ccc(S(=O)(=O)N2CCCCC2)cc1 | 29.3 | -19.9 | -6.3 | 19.5 | 0.3 | -9.0 | 0.6 | 3.1
COC(=O)Cn1ccc(N(C)C)c(C#N)c1=O | -0.3 | -11.4 | -3.9 | 7.9 | -9.7 | 2.6 | 0.2 | 3.7
CC(C)(C)N1C(=O)c2ccccc2NC(=O)N1Cc1ccc(Br)cc1 | 15.0 | -6.5 | -10.1 | 8.2 | -0.8 | -9.6 | 1.4 | 3.5
COc1cccc(C(=O)N=c2sc3c(C)ccc(OC)c3n2C)c1 | 10.2 | 5.8 | 68.1* | -487.1 | -4.9 | 96.8* | 0.8 | 14.1
Cc1ccc(-c2nc3ccsc3c(=O)o2)cc1 | 25.5 | 55.0* | -12.7 | 27.2 | 7.5 | 52.2* | 5.9 | -12.7
Cc1c(C(=O)Nc2ccccc2)sc2nc[nH]c(=O)c12 | 2.3 | -30.2 | -1.0 | -19.9 | 15.9 | -3.1 | -33.2 | 5.1
CC(C)(C)c1ccc(S(=O)(=O)N2CCC(O)(c3ccc(Cl)cc3)CC2)cc1 | 9.8 | -14.1 | -3.4 | 10.5 | 1.8 | -0.8 | 3.9 | 16.2
COc1ccc(CN(C)C(=O)Cc2c[nH]c3ccccc23)c(OC)c1OC | . | . | . | 8.7 | -0.8 | . | -0.2 | -11.0
O=C(Nc1ccc2[nH]c(=O)[nH]c2c1)Nc1ccc(F)cc1F | -13.8 | -10.8 | -9.1 | -1.2 | 3.3 | -2.2 | -40.5 | 41.1
Cc1ccc(-n2cc3c(-c4cccc(Br)c4)nnc(C)c3n2)cc1 | 31.3 | -0.2 | 2.7 | -5.0 | 12.0 | -3.6 | 24.1 | 11.1
O=C(Nc1nc(-c2ccccc2)cs1)c1cccnc1 | 4.8 | -27.6 | -9.5 | -2.0 | -2.9 | -14.3 | -0.6 | -1.4
COc1ccc(-n2nc(C(=O)NCC(=O)N3CCN(C)CC3)c3ccccc3c2=O)cc1OC | 10.6 | -2.0 | -3.3 | 7.4 | 4.2 | -16.0 | 0.9 | 3.5
Fc1ccc(-c2csc3ncnc(Nc4ccc(N5CCOCC5)cc4)c23)cc1 | 13.1 | 16.7 | -0.9 | -24.4 | 6.7 | -8.1 | -2.4 | 2.0
NC(=S)NN=C1CCCCCCCCC1 | . | . | . | 10.5 | 0.0 | . | 1.7 | 7.5
CC(=O)NCCC(=O)Nc1nc(-c2cccs2)c(-c2cccs2)s1 | 0.8 | -10.0 | -2.7 | -396.4 | 6.7 | -3.6 | 1.9 | 26.8
C=CCC1C=C(C)CC(CC=C)N1 (stereo not drawn) | 1.7 | 11.1 | -2.7 | 9.3 | -4.7 | -4.4 | 2.5 | -8.7
CN(Cc1ccccc1)Cc1c(F)cccc1F | -5.8 | -6.6 | 2.9 | 4.5 | -3.2 | -1.3 | -2.2 | -6.7
CC(NC(=O)COC(=O)c1cc(S(=O)(=O)N2CCOCC2)ccc1F)c1ccccc1 (stereo not drawn) | 9.8 | -20.0 | -18.8 | -6.2 | -10.7 | -5.9 | 2.1 | 8.2
CC1(C2CC2)NC(=O)N(CC(=O)Nc2ccc(Cl)c([N+](=O)[O-])c2)C1=O (stereo not drawn) | 7.2 | -12.4 | -12.3 | 6.4 | -3.9 | -6.1 | 1.5 | -4.5

Rows are unselected. Share with any hit: about 3.6%.
